# PglD DTNB: C. jejuni PglD acetyltransferase inhibitors, primary screen, biochemical, DTNB colorimetric, single point. purified PglD enzyme, DTNB colorimetric CoA detection. 360,000 tested, 0.098% active. inhibition, % at 12.5 µM. UDP-N-acetylbacillosamine N-acetyltransferase PglD (Campylobacter jejuni); in the data active = inhibition above about 16%, passing the limit was not always enough; note: strong numbers were not always called active
# FN deposit inh: inhibitors of fibronectin matrix deposition, primary screen, AH1F cells, Alexa488-fibronectin fluorescence, plate reader; 350,000 tested, 0.086% active; inhibition, % at 12.6 µM; AID 743247, 2014; AH1F fibroblasts, overnight;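 active = mean inhibition across replicates of 30% or more, regardless of how many single replicates reach that level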;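 note: positive control wells lacked labelled fibronectin entirely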
#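 Material: AH1F fibroblast monolayer depositing Alexa488-labelled fibronectin into matrix | Input: 10000 AH1F cells/well | Medium: DMEM plus 2% serum, read in PBS | Reagent: Alexa488-fibronectin, 24 nM final in well | Compound dosing: One dose per compound, pinned | Schedule: 1 h adhesion, overnight exposure | Measured by: Fluorescence at 485 nm excitation, 525 nm emission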
# PAX8 inh HTS: inhibitors of PAX8-driven TPO luciferase reporter, primary screen, RMG-I cells, single concentration | SteadyGlo, 24 h | inhibition, % at 12.6 µM | 360,000 tested, 1.2% active;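 active = mean replicate inhibition at least 60% with every replicate also reaching 60%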;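 note: luciferase light reporting Pax8 driven TPO promoter activity; plate controls were median of neutral control wells for no effect and mitoxantrone controls for full effect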
# Numbers without * were called inactive. An excerpt; rates above refer to the full screens.
[1] CSc1ncccc1C(=O)OCn1nnc2ccccc2c1=O
[2] O=C(CCN1C(=O)c2ccccc2C1=O)N1CCN(Cc2ccc(Cl)cc2Cl)CC1
[3] O=C1CC(Sc2ncccn2)C(=O)N1c1ccccc1C(F)(F)F (configuration not stated)
[4] Cn1nc(CC(=O)N2CCN(c3ccccc3)CC2)c2ccccc2c1=O
[5] Cc1ccc(/C=c2/sc3nnc(-c4ccccc4Cl)n3c2=O)o1
[6] CC(=O)c1c(C)[nH]c(C(=O)COC(=O)CNS(=O)(=O)c2ccccc2)c1C
entry no.	1	2	3	4	5	6
FN deposit inh	-3.3	10.2	2.0	7.4	-6.5	-0.9
PAX8 inh HTS	-34.9	2.7	-31.7	14.4	2.0	4.6
PglD DTNB	-4.3	0.1	5.7	0.4	0.4	-2.5

[7] Nc1cc(N2CCCCC2)c(Cl)cc1[N+](=O)[O-]
[8] O=C(NC1CCCCC1)C(c1ccccn1)N(C(=O)Cc1cccs1)c1ccc(Cl)cc1 (configuration not stated)
[9] COc1ccccc1NC=C1C(=O)OC2(CCCCC2)OC1=O
[10] O=c1[nH]nc(Cc2ccc(-c3cccc(Cl)c3)o2)c2ccccc12
[11] CC(C)C(=O)Nc1nnc(SCC(=O)NCc2cccs2)s1
[12] COC(=O)c1cn(NC(=O)c2cc(OC)cc(OC)c2)c(=O)c2ccccc12
entry no.	7	8	9	10	11	12
FN deposit inh	8.4	-3.0	-6.9	-5.0	8.4	3.5
PAX8 inh HTS	-17.4	16.7	-1.6	18.1	1.3	17.5
PglD DTNB	0.4	0.5	-2.0	-3.7	11.9	-5.9

# Structures from the list above with a Cl atom, in the order listed:
[2] O=C(CCN1C(=O)c2ccccc2C1=O)N1CCN(Cc2ccc(Cl)cc2Cl)CC1
[5] Cc1ccc(/C=c2/sc3nnc(-c4ccccc4Cl)n3c2=O)o1
[7] Nc1cc(N2CCCCC2)c(Cl)cc1[N+](=O)[O-]
[8] O=C(NC1CCCCC1)C(c1ccccn1)N(C(=O)Cc1cccs1)c1ccc(Cl)cc1 (configuration not stated)
[10] O=c1[nH]nc(Cc2ccc(-c3cccc(Cl)c3)o2)c2ccccc12
entry no.	2	5	7	8	10
FN deposit inh	10.2	-6.5	8.4	-3.0	-5.0
PAX8 inh HTS	2.7	2.0	-17.4	16.7	18.1
PglD DTNB	0.1	0.4	0.4	0.5	-3.7

# Continued.
[13] CCCNS(=O)(=O)c1ccc(OCC(=O)N2CCC(C(=O)OCC)CC2)cc1
[14] O=C(NC1CCCCC1)N(CCO)Cc1cc2cc3c(cc2[nH]c1=O)OCCO3
[15] CCOc1ccc(-n2c(SCC(=O)Nc3ccc4c(c3)OCCO4)nc3c(c2=O)SCC3)cc1
[16] COc1ccc(-c2oc(NC(=O)CCl)c(C#N)c2-c2ccc(OC)cc2)cc1
[17] CCOC(=O)c1c(NC(=O)c2ccccc2)sc2c(O)c(CN(CC)CC)ccc12
[18] Cc1oc(-c2ccccc2)cc1C(N)=O
entry no.	13	14	15	16	17	18
FN deposit inh	-0.3	0.4	-15.4	-0.3	0.9	-5.9
PAX8 inh HTS	4.7	15.5	-3.8	39.9	-6.5	-4.7
PglD DTNB	0.0	2.5	1.6	3.0	-1.0	4.8

[19] CO/N=C/c1ccc(N2CCN(C(=O)c3cccc(Cl)c3)CC2)c([N+](=O)[O-])c1
[20] N#C/C(=C\N1CCN(Cc2ccc3c(c2)OCO3)CC1)c1nc2ccccc2s1
[21] COc1ccc(-c2nn3c(-c4ccccn4)nnc3s2)cc1OC
[22] Cc1ccc(C(=O)COC(=O)c2cccs2)cc1
[23] COc1ccc(CN2CCN(c3ccccn3)CC2)c(OC)c1
[24] COc1ccc(N(CC(=O)Nc2cc(C)on2)S(=O)(=O)c2cc(C)ccc2C)cc1
entry no.	19	20	21	22	23	24
FN deposit inh	7.6	-9.9	3.6	3.2	4.3	-3.9
PAX8 inh HTS	9.1	-4.1	4.4	-143.0	-0.6	25.7
PglD DTNB	7.2	-6.8	1.3	5.9	2.5	-1.6

# As entered above:
# no. 23 in FN deposit inh = 4.3
# no. 19 in PglD DTNB = 7.2
# no. 24 in PglD DTNB = -1.6
# no. 20 in FN deposit inh = -9.9
# no. 22 in PglD DTNB = 5.9
# no. 21 in FN deposit inh = 3.6

# Additional compounds.
[25] CCN(CC)S(=O)(=O)c1ccc2c(c1)c(=O)c(C(=O)NCCCN(C)c1ccccc1)cn2C
[26] CCOC(=O)Cn1nc(C)n(-c2ccc(C(C)(C)C)cc2)c1=O
[27] CCCn1c(SCC(=O)OCc2ccccc2)nc2c1c(=O)n(C)c(=O)n2C
[28] CC(C)c1nc(=S)c2ccccc2[nH]1
[29] CCOC(=O)N1CCC(NC(=O)CSc2cc(=O)n(C)c3ccccc23)CC1
[30] O=C(NCc1ccc2c(c1)OCO2)c1nn(-c2ccccc2)c(=O)c2ccccc12
entry no.	25	26	27	28	29	30
FN deposit inh	0.0	-6.6	-11.9	5.8	2.2	-0.7
PAX8 inh HTS	-1.4	10.1	-7.3	-32.7	-11.3	20.7
PglD DTNB	3.5	0.9	-4.4	8.0	6.6	1.9

[31] Cc1noc(/C=C/c2ccco2)c1S(=O)(=O)N1CCC(C(=O)N2c3ccccc3CC2C)CC1 (configuration not stated)
[32] CCOc1ccccc1C1C(C(N)=O)=C(C)Nc2nc(-c3ccc(OC)cc3)nn21 (configuration not stated)
[33] COc1cccc(C(=O)Nc2cccc(C(=O)NC3=NN(c4c(Cl)cc(Cl)cc4Cl)C(=O)C3)c2)c1
[34] C=CCSC1=N/C(=C\c2sccc2C)C(=O)S1
[35] O=C1C2CC=CCC2C(=O)N1CNc1ccccc1 (configuration not stated)
[36] O=C1CCCc2nn(-c3ccccc3)nc21
entry no.	31	32	33	34	35	36
FN deposit inh	-2.5	5.3	-8.9	-22.9	-11.4	0.7
PAX8 inh HTS	57.3	-9.4	-2.3	18.4	-11.0	-54.8
PglD DTNB	0.4	-0.4	4.6	-0.8	-1.7	-2.4

[37] O=C(Nc1ccc2c(c1)OCCO2)C1CCCN(c2ncccn2)C1 (configuration not stated)
[38] Cc1c(C(=O)N2CCOCC2)sc2nc(-c3ccccc3)cn12
[39] CCOc1ccc(NC(=O)CNc2ccc(C)cc2Cl)cc1
[40] CCC(C)C(NC(=O)c1ccccc1NC(=O)c1ccco1)C(=O)O (configuration not stated)
[41] COc1ccc(NC(=O)CS(=O)CC(=O)Nc2ccc(OC)c(OC)c2)cc1 (configuration not stated)
[42] Clc1ccc(-c2nnc(N3CCCC3)nn2)cc1
entry no.	37	38	39	40	41	42
FN deposit inh	-5.2	1.3	-26.2	-7.4	1.9	-10.7
PAX8 inh HTS	-36.2	-118.7	-1.8	7.5	3.6	-149.0
PglD DTNB	0.3	-3.6	2.5	4.4	9.1	-0.9

[43] Cc1cccc(C)c1OCc1nnc2c3cnn(C)c3ncn12
[44] CC(CN1CCCCC1)OC(=O)C1c2ccccc2Oc2ccccc21 (configuration not stated)
[45] COc1ccc(C)cc1S(=O)(=O)Nc1cccnc1
[46] Cc1ccc(-c2nn3nnnc3c3ccccc23)cc1C
[47] COC(=O)c1ccccc1NC(=S)NC(=O)COc1ccccc1Cl
[48] c1ccc(-c2nccc(-c3ccc(-n4cnc5ccccc54)cc3)n2)cc1
entry no.	43	44	45	46	47	48
FN deposit inh	0.3	-5.4	2.6	-8.1	0.8	-1.6
PAX8 inh HTS	-16.5	-9.0	9.1	1.9	-3.4	-1.6
PglD DTNB	-4.7	4.7	-4.7	8.0	-3.1	-2.5

[49] O=C(c1ccc(O)cc1)c1ccc(C(=O)O)c(C(=O)O)c1
[50] CC(C)C(=O)Nc1sc2c(c1C#N)CCCCC2
[51] Cc1cc(C)c(NC(=O)CSc2nnc(-c3ccncc3)n2Cc2ccco2)c(Cl)c1
[52] O=C(Cc1ccccc1)NCC(=O)N1CCCCCC1
[53] COC(=O)C1CC(O)CN1C(=O)c1ccco1 (configuration not stated)
[54] COc1ccccc1CNCC(O)(c1ccc(Cl)cc1)c1ccc(Cl)cc1
entry no.	49	50	51	52	53	54
FN deposit inh	-14.3	-1.2	-1.8	5.0	1.3	5.1
PAX8 inh HTS	-19.9	-89.5	18.7	1.8	0.4	-1.2
PglD DTNB	-3.2	4.0	-2.3	-2.9	-5.5	2.9

[55] CC(=O)c1c(N2CCCCC2)nc(=S)n(Cc2ccccc2)c1C
[56] COc1ccc(NC(=S)Nc2ccc3nc(C)c(C)nc3c2)cc1
[57] C=CCOc1ccc(NC(=O)C2CC(=O)N(C(C)C)C2)cc1 (configuration not stated)
[58] CC(=O)c1nn(-c2cccc(Br)c2)cc1C(=O)c1ccco1
[59] Cc1occc1-c1nnc(SCC(=O)c2c(N)n(Cc3ccccc3)c(=O)n(C)c2=O)n1C
[60] Cc1cc(C)c2[nH]c(=O)c(C(c3nnnn3CC3CCCO3)N3CCCC(C)C3)cc2c1 (configuration not stated)
entry no.	55	56	57	58	59	60
FN deposit inh	9.0	10.3	-1.2	0.2	13.7	-8.3
PAX8 inh HTS	-1.8	-25.6	2.0	1.6	-6.3	-5.9
PglD DTNB	1.2	-1.9	5.5	1.6	5.5	5.0

[61] Cc1ccc2c(c1)N(CC(=O)NCC1CCCO1)C(=O)C(C)O2 (configuration not stated)
[62] CCc1nc(N2CCN(Cc3ccc4c(c3)OCO4)CC2)c2oc3ccccc3c2n1
[63] CCOC(=O)N1CCN(c2c(NCCCN(CC)CC)c(=O)c2=O)CC1
[64] CCC(CC)C(=O)NCc1ccc2c(c1)cc(C)n2C
[65] N#CC1=C(Nc2ccc(Br)cc2)CCC1
[66] CC1(C)C(=O)OC(C(=O)c2ccccc2)C(C)(C)C1=O (configuration not stated)
entry no.	61	62	63	64	65	66
FN deposit inh	-1.9	4.8	4.6	0.5	-0.3	-5.9
PAX8 inh HTS	-4.3	25.6	3.2	-11.3	-14.4	-10.4
PglD DTNB	1.4	-2.6	-2.7	-7.3	1.7	5.3

[67] CCCCNC(=O)c1cn(-c2ccc(OCC)cc2)c(=O)c2cc(OC)c(OC)cc12
[68] COCCN(CCOC)C(=O)CCn1c(=O)oc2ccccc21
[69] COc1cc2c(cc1OC)CN(C(=O)c1cc(S(=O)(=O)N3CCOCC3)ccc1Cl)CC2
[70] CCN(CC)C(=O)CN(C#N)c1nc(NC(C)C)nc(NC(C)C)n1
[71] CCOC(=O)/C(C#N)=C1/C=CN(Cc2ccccc2)C=N1
[72] N#CC1=C(N)Oc2n[nH]c(-c3ccccc3)c2C1c1cccc(OC(=O)N2CCOCC2)c1 (configuration not stated)
entry no.	67	68	69	70	71	72
FN deposit inh	2.3	-3.2	3.4	4.6	-4.4	7.1
PAX8 inh HTS	1.0	-4.3	4.4	9.5	-18.5	2.7
PglD DTNB	7.4	-4.5	-6.3	5.8	-1.3	-2.1

[73] CCOC(=O)N1CCN(c2ncnc3c2[nH]c2ccc(F)cc23)CC1
[74] CCNC(=O)NCCc1c[nH]c2ccc(Cl)cc12
[75] O=C(NCc1ccco1)c1ccc(OCC2CCCO2)cc1 (configuration not stated)
[76] Cc1nc(SC(C)C)[nH]c(=O)c1Cc1ccccc1
[77] CCOC(=O)C1=C(C)OC(N)=C(C#N)C1c1cc2c(cc1Br)OCO2 (configuration not stated)
[78] Cc1ccc(NC(=O)CCSc2nnc(C)s2)cc1
entry no.	73	74	75	76	77	78
FN deposit inh	-1.9	-12.6	-3.4	1.4	2.1	-5.2
PAX8 inh HTS	33.5	-8.2	-16.4	-12.3	13.4	-17.8
PglD DTNB	-3.3	-3.0	-9.2	0.4	1.9	3.5

[79] Cc1ccc(C)c(-n2nnnc2SCC(=O)Nc2cccc(-c3nnc4n3CCCCC4)c2)c1
[80] CCC(Sc1nc2ccccc2c(=O)n1CCN1CCOCC1)C(=O)NCc1cccnc1 (configuration not stated)
[81] O=C(NC1CCCCC1)NC1CC2CCCC(C1)N2C1CCCC1 (configuration not stated)
[82] Cc1ccc(S(=O)(=O)N2CCC(C(=O)N[C@H](C(=O)NCc3ccco3)C(C)C)CC2)cc1
[83] Cc1nc(-c2ccc(C(=O)O)cc2)cs1
[84] Cc1cc(C)cc(N2CCCC2=O)c1
entry no.	79	80	81	82	83	84
FN deposit inh	1.9	-12.9	2.0	-11.3	-4.0	-4.5
PAX8 inh HTS	26.4	2.4	-3.1	3.8	-48.3	12.9
PglD DTNB	-6.1	-4.0	0.4	-3.1	3.8	-1.7

[85] O=C(CSc1nnc(-c2cnccn2)n1Cc1ccco1)c1ccccc1
[86] COc1ccc(-c2noc(CN(C)S(=O)(=O)c3ccc(C)cc3)n2)cc1
[87] COc1cc(/C=N/NC(N)=O)cc(Br)c1OCc1ccc(C)cc1
[88] O=C(NC1CCCCC1)C(c1ccco1)N(C(=O)c1csnn1)C1CCCC1 (configuration not stated)
[89] COc1ccc(CNC(=O)CCCNS(=O)(=O)c2cccc3nonc23)cc1
[90] O=c1c2[nH]c3ccccc3c2ncn1Cc1cccnc1
[91] Cc1ccc(S(=O)(=O)/C(C#N)=C/c2c(N3CCOCC3)nc3ccccn3c2=O)cc1
entry no.	85	86	87	88	89	90	91
FN deposit inh	-0.5	-0.7	2.1	-1.4	-8.1	-6.1	-12.2
PAX8 inh HTS	11.7	4.7	11.2	-1.1	2.0	-6.1	1.5
PglD DTNB	-0.7	0.4	3.5	3.5	-0.3	2.2	-6.5

# Bioassay records from PubChem.
